# Source: PubChem BioAssay
# ATG4B inhibitor: ATG4B (human) cysteine protease inhibition | ATG4B cleavage of LC3-PLA2, NBD-HPC fluorescence, 1 h | inhibition, % at 8.33 µM | 340,000 tested, 0.51% active | AID 504462; in the data active = inhibition above about 40%
# mIAP block: blocks mouse intestinal alkaline phosphatase. AID 2806. inhibition, % at 10 µM. 330,000 tested, 0.2% active. purified mouse IAP, CDP-Star luminescence, 30 min;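 active = inhibition of at least 40% at 10 µM in the primary screen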;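 also: plate controls were DMSO with enzyme for no effect and no enzyme wells for full effect; values of inactives mirror those of a sister screen read the other way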
# hIAP activ: human IAP activation. P09923. purified human IAP, CDP-Star luminescence, 30 min; active compounds read high; 1 = vehicle-only enzyme, 0 = enzyme-free background. activation factor at 10 µM. 330,000 tested, 0.16% active. AID 2524;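 active = activation factor of the enzyme at least 2-fold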; also: the source names both 10 and 20 µM as test concentration; values of inactives mirror those of a sister screen read the other way
# PfGluPho inh: PfG6PD (Plasmodium falciparum) enzyme inhibition; 350,000 tested, 0.78% active; inhibition, % at 20 µM; PfGluPho enzyme, NADPH resazurin-diaphorase fluorescence;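 active = inhibition reaching at least a set limit at 20 µM in the primary screen, cut at about 59% in these data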;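 also: 0% = DMSO wells with substrate and 100% = DMSO wells lacking glucose-6-phosphate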
# mIAP activ: increases mouse intestinal alkaline phosphatase activity; 330,000 tested, 0.24% active; activation factor at 10 µM; muIAP, CDP-Star luminescence, 30 min; active compounds read high; 1 = vehicle-only enzyme signal, 0 = enzyme-free wells;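 active = activation factor of at least 2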; also: the source names both 10 and 20 µM as test concentration; values of inactives mirror those of a sister screen read the other way
#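 System: mouse IAP enzyme. Reagent: CDP-Star chemiluminescent phosphatase substrate. Benchmarks: DMSO wells, no-enzyme wells. Times: 30 min enzyme-substrate-compound incubation at room temperature. Detection: luminescence from enzymatic CDP-Star hydrolysis. Doses: test compounds delivered from DMSO solution.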
# HKDC1 inh: inhibitors of human hexokinase HKDC1; Q2TB90; recombinant HKDC1, G6PDH/diaphorase resazurin coupled fluorescence; inhibition, % at 20 µM; 340,000 tested, 0.16% active;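 active = inhibition above about 35% when tested at 20 µM, limit read from the data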;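 also: plate controls were DMSO wells with enzyme for no effect and DMSO wells lacking enzyme for full effect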
# Target sequence (Q2TB90 whole entry, looked up): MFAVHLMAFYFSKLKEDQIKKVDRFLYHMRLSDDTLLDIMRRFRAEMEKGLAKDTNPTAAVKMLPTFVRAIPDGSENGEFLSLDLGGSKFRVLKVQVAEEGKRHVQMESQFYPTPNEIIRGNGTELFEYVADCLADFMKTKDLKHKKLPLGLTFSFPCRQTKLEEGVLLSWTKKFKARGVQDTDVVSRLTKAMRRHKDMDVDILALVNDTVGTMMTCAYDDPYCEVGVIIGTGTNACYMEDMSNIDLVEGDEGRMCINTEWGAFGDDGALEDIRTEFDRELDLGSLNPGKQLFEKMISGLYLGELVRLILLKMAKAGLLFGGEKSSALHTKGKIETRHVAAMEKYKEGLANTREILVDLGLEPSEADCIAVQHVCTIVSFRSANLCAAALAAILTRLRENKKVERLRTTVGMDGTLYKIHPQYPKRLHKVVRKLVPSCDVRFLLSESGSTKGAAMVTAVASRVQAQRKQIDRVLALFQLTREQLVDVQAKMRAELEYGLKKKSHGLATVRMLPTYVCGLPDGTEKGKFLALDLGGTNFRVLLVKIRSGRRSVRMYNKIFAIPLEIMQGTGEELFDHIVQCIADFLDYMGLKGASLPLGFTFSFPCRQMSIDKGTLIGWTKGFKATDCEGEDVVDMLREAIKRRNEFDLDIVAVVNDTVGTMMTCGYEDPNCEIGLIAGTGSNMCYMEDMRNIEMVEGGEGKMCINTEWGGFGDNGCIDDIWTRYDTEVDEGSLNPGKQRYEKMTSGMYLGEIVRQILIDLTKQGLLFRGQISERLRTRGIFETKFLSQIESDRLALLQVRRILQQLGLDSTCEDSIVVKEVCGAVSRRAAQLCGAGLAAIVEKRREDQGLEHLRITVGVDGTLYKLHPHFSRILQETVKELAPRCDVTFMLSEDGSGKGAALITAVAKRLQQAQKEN
#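 Assay system: recombinant HKDC1 hexokinase; detection: coupled resazurin fluorescence, excitation 525 nm, emission 613 nm; benchmarks: DMSO-plus-enzyme-mix negative control, buffer-substituted positive control; compound dosing: single 20 µM dose; schedule: 90 min at room temperature in dark; also added: glucose plus 1 mM ATP as hexokinase substrates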
# hIAP inh: blocks human intestinal alkaline phosphatase | P09923 | purified IAP, CDP-Star luminescence, 30 min | inhibition, % at 10 µM | 330,000 tested, 0.12% active | AID 2544;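 active = inhibition reaching a set limit with compound at 10 µM in the primary screen, cut at about 35% in these data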;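 also: plate controls were DMSO wells with enzyme for no effect and no-enzyme buffer wells for full effect; values of inactives mirror those of a sister screen read the other way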
# APOBEC3A inh: blocks human APOBEC3A ssDNA deamination. 330,000 tested, 0.41% active. P31941. inhibition, % at 20 µM. recombinant A3A, FAM/TAMRA ssDNA deamination fluorescence;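 active = at least 40% inhibition at 20 µM here, with at most 30% in a related deaminase screen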;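 also: plate controls were A3A with DMSO for no effect and wells lacking A3A enzyme for full effect; some results filed as inactive read as strong as hits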
# Target sequence (P31941 whole entry, looked up): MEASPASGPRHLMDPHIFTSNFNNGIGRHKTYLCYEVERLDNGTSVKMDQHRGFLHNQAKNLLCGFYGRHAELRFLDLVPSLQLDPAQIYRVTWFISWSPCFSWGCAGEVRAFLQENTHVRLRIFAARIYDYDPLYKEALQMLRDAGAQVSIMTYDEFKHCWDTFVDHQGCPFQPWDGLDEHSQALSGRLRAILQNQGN
# Active calls of the source: *.
ATG4B inhibitor	mIAP block	hIAP activ	PfGluPho inh	mIAP activ	HKDC1 inh	hIAP inh	APOBEC3A inh	structure
-1	-4	1.1	-21	1	-7	-9	-3	CCOC(=O)/C(=N\NC(=O)c1ccccc1)c1ccccc1
5	0	1	-17	1	-4	-4	-2	Nc1nnc(SCC(=O)NC2CCCc3ccccc32)s1 (stereo not given)
-7	-1	0.91	1	1	2	9	-3	CC1CCCN(C(=S)Nc2ccc(S(=O)(=O)N3CCCCC3)cc2)C1 (stereo not given)
-8	-2	1.1	-3	1	1	-12	-3	COc1ccc(Cc2nc3ccc(C(=O)NCCc4ccccn4)cc3o2)cc1OC
-17	15	0.82	-1	0.85	-3	18	-2	CCOC(=O)CSC1=C(C#N)C(c2ccc(C)o2)CC(=O)N1 (stereo not given)
-8	10	1.1	9	0.9	-4	-15	10	CCCCn1c(N)c(N(CCOC)C(=O)c2cc(-c3ccc(F)cc3)nc3ccccc23)c(=O)[nH]c1=O
-2	-1	1	15	1	-4	-1	-3	CC(C)(C)c1ccc(C(=O)NCCC(=O)NCc2ccco2)cc1
9	-4	1	-23	1	-2	0	-1	CCn1c(SCC(=O)Nc2nc(C)c(C(=O)OC)s2)nnc1C(C)C
0	5	0.92	5	0.95	-4	8	0	COc1cccc(CNC(=O)CCS(=O)(=O)c2ccc3c(c2)oc(=O)n3C)c1
-5	11	0.82	20	0.89	-7	18	-2	CCCC(CCC(=O)Nc1nccs1)C(=O)O (stereo not given)
-10	-4	1	-12	1	1	-1	-5	COC(=O)C1(c2ccccc2)NC(c2cccs2)C2C(=O)N(C)C(=O)C21 (stereo not given)
2	6	0.8	19	0.94	1	20	-2	Cc1onc(-c2c(Cl)cccc2Cl)c1COC(=O)c1ccc(Cl)cc1[N+](=O)[O-]
-1	7	1.1	-43	0.93	-4	-10	-3	O=C1/C(=C/c2ccc(F)cc2)SC(=S)N1Nc1ncc(C(F)(F)F)cc1Cl
3	3	1.1	20	0.97	-2	-8	-1	CCOC(=O)c1c(NC(=O)CSc2nc3ccccc3o2)sc(C)c1C
1	-13	1.1	31	1.1	4	-6	-1	Cc1cc(/C=N/n2cnnc2)c(C)n1-c1ccc(OCc2ccc(Cl)cc2)cc1
-7	-3	0.94	-13	1	-1	6	-2	O=C(Nc1nnc(-c2ccccc2)s1)c1cc(S(=O)(=O)N2CCOCC2)c(Cl)cc1Cl
7	-4	1.1	-6	1	-4	-15	6	O=C(CN1CCC(Cc2ccccc2)CC1)NC(=O)NC1CCCCC1
-3	4	0.77	-19	0.96	-6	24	0	CC(C)Sc1nc2c(c(=O)[nH]c(=O)n2C)n1Cc1ccccc1
-3	-10	1.1	11	1.1	-5	-6	-7	CCN(CC)CCNc1nc2c(c(=O)n(C)c(=O)n2C)n1C/C=C(/C)Cl
-10	5	1.1	10	0.95	2	-5	3	Cc1cccc(S(=O)(=O)CC(=O)Nc2nc(-c3ccccc3)cs2)c1
3	18	1.1	-20	0.81	5	-9	3	Cc1ccc(OCC(=O)c2c[nH]c3ccccc23)c([N+](=O)[O-])n1
6	-10	0.93	2	1.1	3	7	-2	Nc1nc(N)nc(-c2cc(F)ccc2O)n1
-15	-10	1.5	2	1.1	-5	-48	-4	C[C@H](NC(=O)OCc1ccccc1)C(=O)NNC(=O)[C@H](Cc1ccccc1)NC(=O)OC(C)(C)C
2	-9	1.1	-10	1.1	0	-10	-4	FC(F)(F)c1cccc(-c2noc(CN3CCOCC3)n2)c1
2	8	1.1	-8	0.92	-3	-10	-1	COC(=O)c1ccc(CNC(=O)CNC(=O)c2sc3ccccc3c2Cl)cc1
2	-1	1.3	-7	1	3	-32	-4	Cc1c(C(=O)Nc2ccccc2F)sc2ncn(CC(=O)N3CCCCC3)c(=O)c12
-13	2	0.98	-6	0.98	14	2	-3	Cc1ccccc1CC1(CO)CCCN(Cc2ccc3c(c2)OCCO3)C1 (stereo not given)
1	9	1.2	7	0.91	2	-18	-1	CCOc1ccccc1OCCOCCOc1c(Cl)cccc1Cl
-4	-3	0.83	-11	1	0	17	-4	O=C(c1cc(-c2ccncc2)nc2ccc(Cl)cc12)N1CCN(C(=O)C2CCCO2)CC1 (stereo not given)
-6	-15	1.1	13	1.1	-3	-14	-1	N#CCC(=O)NCC1(c2ccccc2)CCCC1
5	2	0.99	-4	0.98	-5	1	1	Fc1ccc(C2=Nn3c(nnc3-c3ccco3)SC2)cc1
19	-3	0.94	29	1	-2	6	-4	FC(F)(F)c1ccccc1-n1c(CN2CCCCC2)n[nH]c1=S
1	-13	0.88	-4	1.1	2	12	2	CCOC(=O)c1sc(/N=C/C2=C(O)CC(C)(C)CC2=O)c(C(=O)OCC)c1C
-18	-8	0.84	-11	1.1	-1	16	-1	O=C(COc1ccc(S(=O)(=O)N2CCCC2)cc1Cl)Nc1ccc2c(c1)OCO2
-15	0	1.1	22	1	5	-9	11	CC(=O)Nc1ccc2c(c1)OCCOCCOc1cc(NC(C)=O)ccc1OCCO2
-1	17	1	11	0.83	-1	-3	-3	COc1ccccc1N1CCN(C(=O)CSc2ncnc3c2cnn3-c2ccc(C)c(C)c2)CC1
-3	7	1.2	4	0.93	-4	-16	-1	COc1c(Cl)cc(Cl)cc1C(=O)Nc1ccccc1N1CCN(C(C)=O)CC1
6	6	0.91	-25	0.94	-7	9	-2	O=C1CC(C2CCCO2)C(=O)N1Cc1ccccc1 (stereo not given)
6	0	1.1	12	1	-9	-13	0	CCc1cccc(N(C(=O)c2csnn2)C(C(=O)NC2CCCCC2)c2ccncc2)c1 (stereo not given)
-6	-10	1.1	-28	1.1	-8	-6	1	CCC(C)C(NC(=O)OC(C)(C)C)C(=O)NC(C(=O)NC(C)C(N)=O)C(C)C (stereo not given)
-4	-12	0.89	-2	1.1	5	11	1	N#Cc1ccc(C23CC4CC(CC(C4)C2)C3)[nH]c1=O
-1	4	0.92	-3	0.96	-2	8	-2	COc1ccc(CCNC(=O)C(=O)NCC2OCCN2S(=O)(=O)c2cc(F)ccc2F)cc1OC (stereo not given)
-2	6	1.1	3	0.94	-3	-8	1	NC(=S)Nc1ccccc1Br
-8	-6	1.1	1	1.1	-9	-5	2	CC(C)(C)C1CCC(=NNC(=O)CN(c2ccccc2)S(C)(=O)=O)CC1 (stereo not given)
2	-4	1.1	-5	1	-1	-8	0	CCC1CCC2(CC1)NC(=O)N(CC(=O)N1CCc3ccccc31)C2=O (stereo not given)
-6	-4	0.92	-2	1	-6	8	0	CCc1ccc[n+](-c2nc([O-])sc2C=O)c1
14	5	1.2	-13	0.95	4	-16	-2	COc1ccc(CS(=O)(=O)c2nc(C)cc(C)c2S(C)(=O)=O)cc1
-1	1	0.93	1	0.99	-13	7	0	CCN1CCN(/C=N/c2nc(C)cs2)CC1
2	4	1	-37	0.96	5	0	-1	O=C(O)c1ccc(-n2nnnc2SCc2ccccc2Br)cc1
4	2	0.86	-7	0.98	1	14	-4	O=C(C1=COCCO1)N(Cc1nnc(-c2ccc(Cl)cc2)o1)C1CC1

# Shown as tab-separated lines: entries from further up
SMILES	ATG4B inhibitor	mIAP block	hIAP activ	PfGluPho inh	mIAP activ	HKDC1 inh	hIAP inh	APOBEC3A inh
CCc1cccc(N(C(=O)c2csnn2)C(C(=O)NC2CCCCC2)c2ccncc2)c1 (stereo not given)	6	0	1.1	12	1	-9	-13	0
CCC(C)C(NC(=O)OC(C)(C)C)C(=O)NC(C(=O)NC(C)C(N)=O)C(C)C (stereo not given)	-6	-10	1.1	-28	1.1	-8	-6	1

# More records
ATG4B inhibitor	mIAP block	hIAP activ	PfGluPho inh	mIAP activ	HKDC1 inh	hIAP inh	APOBEC3A inh	structure
-6	4	1.1	-5	0.96	-9	-6	-4	O=C(O)CN(Cc1ccccc1)S(=O)(=O)c1ccc(F)cc1
2	3	1.1	-6	0.97	6	-11	-5	CCn1cc(C(=O)NC(=S)Nc2cccc(O)c2)cn1
-7	0	0.92	-4	1	2	8	4	CC(C)C(O)(C#CCN1CCCCC1)c1ccccc1 (stereo not given)
0	9	0.76	-4	0.91	17	24	-3	COc1ccccc1NC(=O)CN1CCN(c2ccccc2OC)CC1
-9	-1	0.97	24	1	11	3	-3	CN1CCN(C2=Cc3ccccc3Sc3cc(F)ccc32)CC1
1	-12	1	6	1.1	-1	-2	0	COc1cc(C(C[N+](=O)[O-])c2c(C)[nH]c3ccccc23)cc(OC)c1OC (stereo not given)
-7	6	1.1	11	0.94	-6	-9	-9	Cc1nn(CC(=O)N2CCOCC2)c(=O)c2c1sc1ccccc12
-7	-8	1.5	-14	1.1	-3	-48	-2	O=C1CC(c2cccc(Cl)c2)Cc2nc(N3CCN(c4ccccc4)CC3)ncc21 (stereo not given)
6	2	1	9	0.98	-8	-3	-4	CC(C)(C)NCCCCOc1ccc(F)cc1
-13	-11	0.95	4	1.1	11	5	1	COc1ccc2c(c1)CCc1cnc(N)nc1-2
-6	4	0.94	0	0.96	2	6	-5	COc1ccc(CNC(=O)CN(C(=O)CCC(=O)Nc2nccs2)c2ccccc2C)cc1
5	0	1	8	1	-4	-4	1	O=C1CCC(C(=O)OCc2nnc(-c3ccc(Cl)cc3)o2)=NN1
1	3	1.1	-6	0.97	-8	-14	-5	Cn1c(SCc2ccccc2F)nnc1-c1cnccn1
1	5	1.1	-22	0.95	-4	-8	2	CN(Cc1nc(Cc2ccccc2F)no1)[C@@H]1CS(=O)(=O)C[C@H]1O
-7	-1	0.89	0	1	0	11	1	CCN(CC)CCNC(=O)C1CCCCN1S(=O)(=O)c1cccc([N+](=O)[O-])c1 (stereo not given)
-32	-9	1.1	-2	1.1	-5	-7	-2	Cc1ccc(C(=O)Nc2cccc(S(=O)(=O)N3CCCC3)c2)o1
-8	4	1.3	0	0.96	4	-28	-4	COc1ccc(OC)c(NC(=O)c2nnn(CC(=O)Nc3ccc4c(c3)OCO4)c2N)c1
-6	-11	1.1	7	1.1	3	-6	-2	CN(Cc1cc2ccccc2[nH]c1=O)S(=O)(=O)c1ccccc1
-12	1	0.92	0	0.99	-6	8	-1	CCOC(=O)C(NC(=O)CC)(Nc1sc2c(c1C(=O)OC)CCN(C)C2)C(F)(F)F (stereo not given)
-6	4	0.97	1	0.96	-17	3	2	CCOc1ccc(NC(=O)NCc2ccco2)cc1
-5	1	1.1	-12	0.99	-2	-11	-4	CCOC(=O)c1ccc(S(=O)(=O)N2CCN(CC(=O)NC(=O)NC(C)(C)C)CC2)cc1
3	-2	1.1	-24	1	10	-6	-2	O=C(CCN1C(=O)/C(=C\c2ccccc2)SC1=S)Nc1ccc(C(=O)O)cc1
-2	-1	0.97	-5	1	1	3	-3	O=C(COC(=O)/C=C/c1ccccc1)NC1CCCCC1
1	-16	1.1	-10	1.2	-1	-10	-2	Cc1nc(-c2nnc(SCC(=O)Nc3ccc(Cl)cc3)n2C)cs1
0	0	0.94	-17	1	3	6	-2	O=C(Nc1cccnc1)c1cc([N+](=O)[O-])ccc1Cl
0	0	1	6	1	9	-3	1	N#C/C(=C/c1ccccc1[N+](=O)[O-])c1nnc2n1CCCCC2

# Single records, from the list above. Values in the order: ATG4B inhibitor	mIAP block	hIAP activ	PfGluPho inh	mIAP activ	HKDC1 inh	hIAP inh	APOBEC3A inh
# O=C(CCN1C(=O)/C(=C\c2ccccc2)SC1=S)Nc1ccc(C(=O)O)cc1 across the screens: 3	-2	1.1	-24	1	10	-6	-2
# COc1cc(C(C[N+](=O)[O-])c2c(C)[nH]c3ccccc23)cc(OC)c1OC (stereo not given) across the screens: 1	-12	1	6	1.1	-1	-2	0
# CCOC(=O)C(NC(=O)CC)(Nc1sc2c(c1C(=O)OC)CCN(C)C2)C(F)(F)F (stereo not given) across the screens: -12	1	0.92	0	0.99	-6	8	-1
# Cn1c(SCc2ccccc2F)nnc1-c1cnccn1 across the screens: 1	3	1.1	-6	0.97	-8	-14	-5
